Compound activity from PubChem.
ERAP1 HTS inh – human ERAP1 aminopeptidase inhibitors, primary screen, biochemical, single point, plate reader; Endoplasmic reticulum aminopeptidase 1 (Homo sapiens), Q9NZ08; recombinant ERAP1, Leu-AMC fluorescence, 60 min; inhibition, % at 10.7 µM; actives 0.15% (n = 340,000); AID 652197, 2013;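 active = mean replicate inhibition of at least 30%, or all replicates individually reaching that 30% level; inactive = mean below 30% and not every replicate reaching it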;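 note: 0% = neutral control wells and 100% = L-leucinethiol positive control wells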
Target sequence (Q9NZ08 whole entry, looked up): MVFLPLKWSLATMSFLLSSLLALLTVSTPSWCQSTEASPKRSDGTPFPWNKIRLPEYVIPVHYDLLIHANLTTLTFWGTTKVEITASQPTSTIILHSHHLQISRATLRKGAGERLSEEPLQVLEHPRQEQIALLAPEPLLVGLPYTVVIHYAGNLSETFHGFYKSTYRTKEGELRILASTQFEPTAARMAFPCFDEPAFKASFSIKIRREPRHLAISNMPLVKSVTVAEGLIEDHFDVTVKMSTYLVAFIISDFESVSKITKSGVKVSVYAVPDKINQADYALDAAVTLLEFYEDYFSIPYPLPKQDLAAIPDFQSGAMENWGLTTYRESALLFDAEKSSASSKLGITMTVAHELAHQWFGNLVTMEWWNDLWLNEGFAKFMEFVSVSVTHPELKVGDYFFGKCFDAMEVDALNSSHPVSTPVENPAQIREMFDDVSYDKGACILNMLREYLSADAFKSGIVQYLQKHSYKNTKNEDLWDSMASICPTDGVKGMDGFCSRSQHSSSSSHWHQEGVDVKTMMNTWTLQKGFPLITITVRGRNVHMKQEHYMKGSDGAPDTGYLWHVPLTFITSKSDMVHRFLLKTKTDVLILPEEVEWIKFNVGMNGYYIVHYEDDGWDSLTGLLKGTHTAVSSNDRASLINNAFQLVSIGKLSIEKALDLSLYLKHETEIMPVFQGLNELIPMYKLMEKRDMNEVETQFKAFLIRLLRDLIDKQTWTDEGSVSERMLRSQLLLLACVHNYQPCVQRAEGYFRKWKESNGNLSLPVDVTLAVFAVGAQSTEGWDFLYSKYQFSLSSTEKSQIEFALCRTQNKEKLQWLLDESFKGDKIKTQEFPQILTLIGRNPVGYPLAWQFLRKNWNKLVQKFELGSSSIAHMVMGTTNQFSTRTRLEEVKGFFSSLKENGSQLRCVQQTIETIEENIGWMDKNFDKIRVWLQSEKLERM
PGC1a acetyl inh – inhibitors of PGC1a acetylation signal, primary screen, cell-based, U2OS, AlphaScreen, inhibitor mode; AlphaScreen anti-acetyl-lysine; with virally co-expressed GCN5 acetyltransferase; inhibition, % at 15.6 µM; actives 0.17% (n = 350,000); AID 651687, 2012;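 active = every replicate shows inhibition of at least 40%; inconclusive = mean inhibition at least 40% but some replicate below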;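 note: 0% = neutral control wells and 100% = positive control wells; some results beyond the cut were filed as inactive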
PAX8 inh HTS – inhibitors of PAX8-driven TPO luciferase reporter, primary screen, RMG-I cells, single concentration; SteadyGlo, 24 h; inhibition, % at 12.6 µM; actives 1.2% (n = 360,000); AID 652154, 2013;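 active = mean replicate inhibition at least 60% with every replicate also reaching 60%; inconclusive = only one of the two criteria is met; inactive = mean below 60% and not all replicates reaching 60%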;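 note: luciferase light reporting Pax8 driven TPO promoter activity; plate controls were median of neutral control wells for no effect and mitoxantrone controls for full effect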
FN deposit inh – inhibitors of fibronectin matrix deposition, primary screen, AH1F cells, Alexa488-fibronectin fluorescence, plate reader | AH1F fibroblasts, overnight | inhibition, % at 12.6 µM | actives 0.086% (n = 350,000) | AID 743247, 2014;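 active = mean inhibition across replicates of 30% or more, regardless of how many single replicates reach that level; inconclusive = mean under 30% yet at least half of replicates reach 30%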;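 note: positive control wells lacked labelled fibronectin entirely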
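Schedule: 1 h cell adhesion before compound, then overnight fibronectin incubation; test system: AH1F fibroblast monolayer depositing Alexa488-labelled fibronectin into matrix; quantity: 10000 AH1F cells per well; probe or stimulus: fluorescent fibronectin at 24 nM final; signal: fluorescence, ex 485 nm, em 525 nm; evaluation: percent inhibition as loss of matrix-bound fibronectin fluorescence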
S100A4 inh HTS – inhibitors of S100A4-myosin IIA peptide binding, primary screen, biochemical, fluorescence polarization, TAMRA-MyoIIA peptide. AID 652163, 2013. inhibition, % at 10.7 µM. actives 0.14% (n = 360,000);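 active = mean inhibition of at least 70% across replicates, with every replicate also reaching that level; inconclusive = mean inhibition reaches 70% but some replicates fall short; inactive = mean inhibition below 70%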
Target sequence (P26447 whole entry, looked up): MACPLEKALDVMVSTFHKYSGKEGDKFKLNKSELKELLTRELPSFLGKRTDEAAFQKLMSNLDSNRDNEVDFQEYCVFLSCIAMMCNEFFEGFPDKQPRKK
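Material: human S100A4 monomer with TAMRA-labelled myosin IIA peptide; buffer or medium: HEPES pH 7.2 with CaCl2, KCl, NaCl, DTT, Triton; compound dosing: one concentration per compound; schedule: 5 min incubation before reading; benchmarks: neutral control DMSO, positive control TFP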
LGR2 antag – inhibitors of bursicon-induced LGR2 CRE-luciferase signal, primary screen, cell-based, HEK293, CRE-luciferase reporter, bursicon stimulation. Drosophila bursicon receptor LGR2 (rickets). bursicon-stimulated, 4 h. inhibition, % at 9.99 µM. actives 0.35% (n = 380,000);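 active = drop in luminescence signal, shown as inhibition above about 50% in the replicate tests, limit read from the data, passing the limit was not always enough; inconclusive = probably only some replicates passing the limit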;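 note: agonist challenge used bursicon conditioned medium at about half maximal strength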
EWS-Fli block – EWS/Fli-driven NR0B1 reporter inhibitors, primary screen, A673 cells, NR0B1 luciferase, luminescence, MLPCN library; viability-normalised; inhibition, % at 12.6 µM; actives 0.67% (n = 350,000); AID 651661, 2012;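 active = mean inhibition of at least 50% after viability correction, with every replicate also passing that limit; inconclusive = mean reaches 50% but only one of two replicates passes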;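 note: firefly luciferase signal divided by Alamar Blue viability fluorescence both relative to DMSO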
PglD inh – C. jejuni PglD acetyltransferase inhibitors, primary screen, biochemical, DTNB colorimetric, single point. actives 0.098% (n = 360,000). UDP-N-acetylbacillosamine N-acetyltransferase PglD (Campylobacter jejuni). purified PglD enzyme, DTNB colorimetric CoA detection. inhibition, % at 12.5 µM. AID 602405, 2012; in the data active = inhibition above about 16%, passing the limit was not always enough; inconclusive = no clear call, values can overlap the other calls; note: strong numbers were not always called active
Numbers without * were called inactive; ? = inconclusive; nt = no result given; & = joins results of further samples. The order is random. About 2.1% of those tested had a hit in this group.

SMILES	ERAP1 HTS inh	PGC1a acetyl inh	PAX8 inh HTS	FN deposit inh	S100A4 inh HTS	LGR2 antag	EWS-Fli block	PglD inh
O=C(Nc1ccc2c(c1)OCO2)C1CCN(C(=O)c2ccc([N+](=O)[O-])cc2)CC1	-3.2	nt	-20.8	-3.8	1.3	15.4	-7.4	nt
CC(=O)N(C[C@@H]1N[C@@H](CO)[C@H]1c1ccc(-c2cccnc2)cc1)C1CCCC1	-0.8&-2.8	-7.3&-0.2	8.5&-6.0	1.7	-7.2&-39.2	-8.7	1.5&2.7	-0.6&2.1
COc1ccc(NC(=O)N(C)C[C@@H]2OCCCC[C@@H](C)Oc3ccc(NC(=O)c4ccccc4)cc3C(=O)N([C@@H](C)CO)C[C@H]2C)cc1	-4.2	-0.3	11.7	-2.8	6.2	-13.0	-2.8	-0.4
Cc1ccccc1CSCC(=O)Nc1ccccc1F	-0.3	-19.3	1.6	-1.0	0.3	-31.5	-87.0	2.0
CCCC#Cc1cnc2c(c1)C(=O)N([C@@H](C)CO)C[C@H](C)[C@@H](CN(C)C(=O)Nc1ccc(OC)cc1)O2	6.4	-4.9	nt	-5.8	2.1	8.3	1.4	1.7
CC(C)NC(=O)Nc1ccc2c(c1)C(=O)N([C@H](C)CO)C[C@H](C)[C@H](CN(C)S(C)(=O)=O)OCCCC[C@H](C)O2	-5.3	17.0	-2.6	-7.4	2.2	-3.5	-2.0	8.9
C[C@@H]1CCCCO[C@@H](CN(C)Cc2ccc(C(=O)O)cc2)[C@H](C)CN([C@@H](C)CO)C(=O)c2cc(N(C)C)ccc2O1	-0.9	-11.4	-10.6	-9.5	3.4	5.3	0.6	0.0
O=C(c1cc(-c2ccncc2)nc2ccc(Cl)cc12)N1CCN(Cc2ccc3c(c2)OCO3)CC1	0.9	-3.9	12.0	-3.3	-2.6	17.1	21.3	nt
CCCS(=O)(=O)NC(=O)C1(C)CCN(C(=O)c2c(F)ccc(C)c2F)C1 (stereo unspecified)	-0.7	-0.8	-8.4	nt	-0.1	nt	-6.1	1.5
O=C(c1ccc(Cl)cc1)N1CCC2CC1c1cc(-c3ccccc3)ccc12 (stereo unspecified)	0.5	2.9	-11.1	-7.5	0.7	-4.1	-12.2	nt
O=C(CCN1CCC(c2ccc(Cl)s2)=N1)c1ccc(Cl)s1	nt	-20.6	-6.8	-5.1	-19.7	-0.1	4.6	-3.0
CCOC(=O)c1c(C)[nH]c(C)c1C(=O)COC(=O)[C@@H]1CCCN1S(=O)(=O)c1ccc(Cl)cc1	0.3	-1.3	nt	nt	-3.7	-20.7	-1.0	-4.4
O=C(N[C@H]1CC[C@@H](CCNC(=O)C2CCCC2)O[C@H]1CO)c1ccncc1	-0.7	6.5	13.9	nt	4.4	4.5	-2.3	1.7
CCOC(=O)c1sc(NC(=O)C2CC(=O)N(c3ccc(OC)cc3)C2)nc1C (stereo unspecified)	-0.6	nt	3.9	4.4	-0.7	10.4	-3.5	2.3
CCOc1ccc(CNC(=O)c2nnc(CS(=O)(=O)c3ccccc3)o2)cc1OC	4.2	4.0	-6.7	8.6	-2.1	nt	2.3	1.1
Nc1cc(=O)[nH]c(SCC(=O)Nc2cccc(S(=O)(=O)N3CCCCC3)c2)n1	2.8	-2.5	-15.9	8.5	2.5	-4.1	0.3	nt
COC(=O)c1c(NC(=O)c2ccc(C)cc2)sc(Cc2ccccc2)c1C	nt	-2.4	1.9	5.5	nt	nt	nt	-0.9
COc1ccc(S(=O)(=O)Nc2ccc3c(c2)[C@@H]2C[C@H](CC(=O)O)O[C@@H](CO)[C@@H]2O3)cc1	-1.4	2.4	nt	-5.0	6.4	-10.1	1.0	-3.5
C[C@@H]1CN([C@H](C)CO)C(=O)c2cccc(NC(=O)c3ccncc3)c2O[C@@H]1CN(C)Cc1ccncc1	-0.3	4.5	9.3	nt	-8.0	11.1	3.9	0.7
CCN(CC1CCCN(CCc2cccc(OC)c2)C1)C(=O)c1ccc(COC)o1 (stereo unspecified)	1.2	-2.0	5.4	-5.1	-11.5	21.5	-2.3	-0.1
Cn1cnc(S(=O)(=O)N2CC[C@H]3[C@H](CO)Nc4ccc(-c5cccc(F)c5)cc4[C@H]32)c1	-4.0	-1.7	-0.7	-2.3	-8.4	-7.6	-13.5	3.6
COc1ccc(CNC(=O)C[C@H]2C=C[C@H](NC(=O)c3ccc4c(c3)OCO4)[C@@H](CO)O2)cc1	1.5	0.6	0.2	-5.8	-2.9	-8.8	-7.1	-2.5
O=C(Nc1cccc(Cl)c1)C1CCCN(c2cnccn2)C1 (stereo unspecified)	9.4	5.5	-4.3	8.7	0.2	-31.8	-2.4	2.7
CCOc1ccc(C(=O)CCC(=O)Nc2ccc(C)c(S(=O)(=O)N3CCCCC3)c2)cc1	-1.1	-27.6	-1.5	nt	-3.8	8.2	13.2	1.4
C[C@H]1CN([C@@H](C)CO)C(=O)c2cc(-c3ccncc3)cnc2O[C@@H]1CN(C)C	-3.4	5.5	nt	2.3	4.0	31.0	-12.1	0.5

Compound profiles, as listed above. Values in the order: ERAP1 HTS inh | PGC1a acetyl inh | PAX8 inh HTS | FN deposit inh | S100A4 inh HTS | LGR2 antag | EWS-Fli block | PglD inh
CC(=O)N(C[C@@H]1N[C@@H](CO)[C@H]1c1ccc(-c2cccnc2)cc1)C1CCCC1 is entered as -0.8&-2.8 | -7.3&-0.2 | 8.5&-6.0 | 1.7 | -7.2&-39.2 | -8.7 | 1.5&2.7 | -0.6&2.1
COc1ccc(NC(=O)N(C)C[C@@H]2OCCCC[C@@H](C)Oc3ccc(NC(=O)c4ccccc4)cc3C(=O)N([C@@H](C)CO)C[C@H]2C)cc1 is entered as -4.2 | -0.3 | 11.7 | -2.8 | 6.2 | -13.0 | -2.8 | -0.4

More structures.
SMILES	ERAP1 HTS inh	PGC1a acetyl inh	PAX8 inh HTS	FN deposit inh	S100A4 inh HTS	LGR2 antag	EWS-Fli block	PglD inh
COc1ccc(CCN2CC(C(=O)N(C)CCn3nc(C)cc3C)CCC2=O)cc1 (stereo unspecified)	-2.7	0.6	1.7	7.0	0.8	-8.9	-12.9	0.6
COCCC(=O)N1CCC(Oc2ccc(C(=O)NC(C)CCn3cccn3)cc2)CC1 (stereo unspecified)	-3.4	1.7	-4.4	-0.9	-1.5	8.5	nt	-2.6
Cc1ccccc1OCc1nc(-c2ccc(Br)o2)no1	nt	3.9	-87.7	-5.0	-0.1	-97.0	-54.9	-8.1
Cc1ccc(C(=O)c2sc3nc4c(cc3c2N)CCC4)cc1	nt	nt	-91.2	0.4	nt	-54.3	nt	5.9
O=C(Nc1ccc(-c2nc3ncccc3o2)cc1)c1ccc([N+](=O)[O-])o1	-1.5	nt	10.0	3.4	5.4	-6.0	25.7	-2.4
Cc1cc(=O)[nH]c(N/N=C2/CCCC/C2=C\c2ccccc2)n1	-1.3	-13.0	5.4	-2.4	7.3	-8.1	5.2	nt
OCCC1CN(CC(c2ccccc2)c2ccccc2)CCN1C1CCCC1 (stereo unspecified)	-2.2	-15.5	10.0	-15.8	-0.2	20.2	4.2	nt
COc1ccc(C(CNC(=O)C(C)Oc2ccc(Br)cc2)N2CCCC2)cc1 (stereo unspecified)	2.8	5.0	-26.3	3.2	0.2	-15.7	-13.0	-0.5
Cc1ccc(C2CCN(C(=S)NC(C)(C)C)C2)cc1 (stereo unspecified)	-2.5	-28.1	-47.7	4.6	-13.1	-13.8	-49.9	nt
COc1ccc(Nc2nnc(SCC3CCCO3)s2)cc1 (stereo unspecified)	-1.9	-11.4	-56.2	5.0	-0.1	-17.4	-18.4	nt
COc1ccc(C2=NS(=O)(=O)N(C)C(C(=O)NC(C)c3ccccc3)=C2)cc1 (stereo unspecified)	0.4	4.3	-7.8	-2.8	-3.0	nt	3.8	-2.8
CCOc1cc(CNc2ccc(Br)cc2)cc(Br)c1OCC(=O)NC(C)(C)C	-1.9	1.5	nt	nt	?	14.6	9.5	nt
O=C(C[C@@H]1CC[C@@H]2[C@H](COC[C@H](O)CN2Cc2ccccc2F)O1)NC1CCC1	nt	-4.4	-23.3	-15.3	nt	0.9	-5.3	0.1
C[C@@H]1CCCCO[C@@H](CN(C)C(=O)C2CCCCC2)[C@H](C)CN([C@@H](C)CO)C(=O)c2cc(NS(=O)(=O)c3ccc(F)cc3)ccc2O1	2.8	-0.9	-15.0	-6.2	-8.8	-7.3	2.1	1.1
Cc1csc(NC(=O)C(C)N2C(=O)c3ccccc3S2(=O)=O)n1 (stereo unspecified)	3.0	-3.8	32.3	2.4	0.1	14.8	6.3	-1.6
COc1ccc([C@@H]2CC=C(C(=O)O)CN2S(=O)(=O)c2ccc(Cl)cc2)cc1	nt	nt	-15.5	-0.6	-17.4	0.9	3.3	-1.5
CCOC(=O)c1ccc(N2Cc3ccccc3C2)cc1O	2.0	-3.7	nt	nt	0.6	nt	-19.8	2.4
Nc1cc(=O)[nH]c(=O)n1CCc1ccccc1	-4.5	-2.4	18.5	-3.9	-2.5	7.0	8.9	-5.0
Cc1noc(C)c1S(=O)(=O)Nc1ccc2c(c1)C(=O)N([C@H](C)CO)C[C@H](C)[C@@H](CN(C)C(=O)Cc1ccccc1)OCCCC[C@H](C)O2	1.6	3.8	2.5	nt	-5.3	9.2	5.6	1.1
Cc1noc(C)c1NC(=O)N(C)C[C@@H]1Oc2cc(Br)ccc2S(=O)(=O)N([C@@H](C)CO)C[C@H]1C	3.4&0.6	-12.5	5.2	5.9	-2.3&-5.9	-11.1&2.9	15.2&-4.9	3.5&-0.2
C[C@@H]1CN([C@@H](C)CO)C(=O)c2cc(C#Cc3ccncc3)cnc2O[C@H]1CN(C)CC1CCCC1	1.5	-29.7	-2.1	-9.8	-15.6	-4.1	-6.1	-2.2
O=C(CSc1nnc(-c2c[nH]c3ccccc23)o1)NCC1CCCO1 (stereo unspecified)	0.7	-5.6	-7.7	8.7	13.2	-14.6	-1.7	-5.3
COc1ccc(C2CC(c3ccc4ccccc4c3OC(C)=O)=NN2C(C)=O)cc1 (stereo unspecified)	nt	7.1	-94.0	-2.5	-9.2	-38.2	-96.7	1.0
Cc1nc(N)sc1C(=O)N/N=C/c1ccccc1[N+](=O)[O-]	3.6	3.0	-136.6	-25.2	-0.6	-20.2	-145.0	0.6
Cc1c(CCC(=O)N2CCC(C(=O)O)CC2)c(=O)oc2cc3oc4c(c3cc12)CCCC4	-0.2	13.3	nt	nt	0.1	-40.3	42.9	-1.8
C=CCN1[C@@H](C)[C@H](c2ccccc2)Oc2cccc(NCC(C)C)c2S1(=O)=O	-9.0	nt	15.2	-5.1	-18.4	11.0	8.2	nt
Oc1ccc(Cl)cc1Nc1nc(NCC2CCCO2)c2ccccc2n1 (stereo unspecified)	-1.5	-12.0	12.0	4.3	2.8	-2.4	18.2	6.5
COc1ccc(-c2nc3c4ccccc4ccn3c2CN2CCCCC2)cc1OC	-6.1	-4.7	28.4	2.7	3.3	-11.2	-7.6	-0.1
